LYPLA2 counter: LYPLA2 inhibitors, primary screen, counter-screen for PME1 inhibitor project, biochemical, fluorescence polarization, FP-Rh probe ABPP | Acyl-protein thioesterase 2 (Homo sapiens), O95372 | recombinant LYPLA2 | inhibition, % at 5.9 µM | hit rate 0.38% among 320,000 | AID 2177, 2009;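 active means inhibition above the screen-wide mean plus 3 SD, limit set per campaign, cut at about 26% in these data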;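 further: 0% = LYPLA2 with DMSO and 100% = wells lacking LYPLA2 enzyme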
Target sequence (O95372 whole entry, looked up): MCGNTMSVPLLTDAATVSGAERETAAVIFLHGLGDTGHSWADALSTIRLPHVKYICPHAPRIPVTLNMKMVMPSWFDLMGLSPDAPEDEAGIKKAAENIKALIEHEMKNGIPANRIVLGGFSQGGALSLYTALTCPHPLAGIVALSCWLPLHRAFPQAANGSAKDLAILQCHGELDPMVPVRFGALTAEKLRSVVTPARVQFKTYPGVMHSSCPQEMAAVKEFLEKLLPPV
PAFAH2 inh: PAFAH2 enzyme inhibitors, primary screen, biochemical, fluorescence polarization, human; Platelet-activating factor acetylhydrolase 2, cytoplasmic (Homo sapiens), Q99487; AID 492956, 2010; recombinant PAFAH2, FP-rhodamine activity probe; inhibition, % at 3.39 µM; hit rate 0.99% among 340,000;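 active means inhibition above the mean over all tested compounds plus 3 SD, cut at about 30% in these data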;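 further: inhibitors block probe labeling of enzyme so polarization drops; 0% = enzyme with DMSO and 100% = wells lacking PAFAH2 protein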
ZTA DNA inh: blocks Epstein-Barr virus ZTA, an EBNA-1 counter-screen | AID 2234 | inhibition, % at 11 µM | hit rate 0.15% among 320,000 | ZTA-DNA binding, fluorescence polarization; in the data active means inhibition above about 33%
Target sequence (P03206 whole entry, looked up): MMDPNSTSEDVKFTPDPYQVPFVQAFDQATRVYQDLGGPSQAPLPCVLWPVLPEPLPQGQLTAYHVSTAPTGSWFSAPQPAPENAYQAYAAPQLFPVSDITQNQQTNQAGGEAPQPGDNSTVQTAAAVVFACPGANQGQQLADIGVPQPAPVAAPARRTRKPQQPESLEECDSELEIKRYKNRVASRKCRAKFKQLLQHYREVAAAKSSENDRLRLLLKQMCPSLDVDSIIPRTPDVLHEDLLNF
PAD4 FP inh: human PAD4 inhibitors, primary screen, biochemical, fluorescence polarization, 1536-well format; hit rate 0.41% among 330,000; recombinant PAD4, RCA probe fluorescence polarization; Protein-arginine deiminase type-4 (Homo sapiens), Q9UM07; inhibition, % at 6.36 µM;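 active means percent inhibition above a cutoff equal to the mean of all tested compounds plus 3 SD, cut at about 15% in these data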;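 further: 0% = PAD4 with RCA probe and DMSO and 100% = probe without PAD4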
GSTO1 counter: inhibitors of recombinant GSTO1, primary screen, counter-screen for RBBP9 inhibitor project, biochemical, fluorescence polarization; Glutathione S-transferase omega-1 (Homo sapiens), P78417; activity-based probe fluorescence polarization; inhibition, % at 5.96 µM; hit rate 1.1% among 300,000;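 active means inhibition above the campaign mean inhibition plus 3 SD, cut at about 35% in these data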;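 further: 0% = GSTO1-1 with DMSO and 100% = wells lacking GSTO1-1 enzyme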
Target sequence (P78417 whole entry, looked up): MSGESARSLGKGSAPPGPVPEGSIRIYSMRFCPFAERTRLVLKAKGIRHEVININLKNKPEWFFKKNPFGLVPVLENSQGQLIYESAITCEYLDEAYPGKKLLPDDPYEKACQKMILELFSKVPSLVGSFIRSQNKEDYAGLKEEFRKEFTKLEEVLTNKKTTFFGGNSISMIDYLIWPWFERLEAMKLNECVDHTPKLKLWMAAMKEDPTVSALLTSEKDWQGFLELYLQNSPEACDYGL
EBNA-1 inhibitor: EBNA-1 DNA-binding inhibitors, primary screen, biochemical, fluorescence polarization; inhibition, % at 14.8 µM; AID 1950, 2009; hit rate 0.34% among 300,000; in the data active means inhibition above about 28%
PAFAH1B3 FP inh: PAFAH1B3 enzyme inhibitors, primary screen, biochemical, fluorescence polarization, human | recombinant PAFAH1B3, FP-rhodamine probe | inhibition, % at 3.39 µM | hit rate 0.28% among 340,000;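 active means inhibition above the screen-wide average of all tested compounds plus 3 SD, cut at about 25% in these data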;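 further: 0% = enzyme with DMSO only and 100% = wells lacking PAFAH1B3 protein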
LYPLA1 counter: LYPLA1 inhibitors, primary screen, counter-screen for PME1 inhibitor project, biochemical, fluorescence polarization, FP-Rh probe ABPP. Acyl-protein thioesterase 1 (Homo sapiens), O75608. recombinant LYPLA1. inhibition, % at 5.9 µM. hit rate 0.16% among 320,000. AID 2174, 2009;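 active means inhibition above the mean of all tested compounds plus 3 SD, set per campaign, cut at about 14% in these data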;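 further: inhibitors block serine hydrolase probe labeling of LYPLA1 so polarization falls; 0% = enzyme with DMSO and 100% = wells lacking LYPLA1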
Target sequence (O75608 whole entry, looked up): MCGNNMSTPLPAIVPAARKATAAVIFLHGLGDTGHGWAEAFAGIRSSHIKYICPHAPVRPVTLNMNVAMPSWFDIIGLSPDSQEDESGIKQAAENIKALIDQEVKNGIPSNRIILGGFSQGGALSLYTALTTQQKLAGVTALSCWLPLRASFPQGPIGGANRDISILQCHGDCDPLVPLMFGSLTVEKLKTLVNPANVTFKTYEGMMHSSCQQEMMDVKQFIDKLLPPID
PREPL inhibitor: PREPL enzyme inhibitors, primary screen, biochemical, fluorescence polarization. hit rate 0.68% among 320,000. recombinant PREPL, fluorescence polarization activity-based probe. inhibition, % at 5.96 µM. Prolyl endopeptidase-like (Homo sapiens), Q4J6C6; in the data active means inhibition above about 43%;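 further: 0% = enzyme with DMSO and 100% = wells lacking enzyme; many of its hits are not listed in these tables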
* = called active by the depositor; nt = not tested or not shown; & = joins results of further samples. An excerpt, so the mix of outcomes need not match the whole.

no.	molecule	PAD4 FP inh	LYPLA1 counter	PAFAH2 inh	ZTA DNA inh	GSTO1 counter	EBNA-1 inhibitor	LYPLA2 counter	PAFAH1B3 FP inh	PREPL inhibitor
1	O=[N+]([O-])c1ccc(O)c(C=Nc2cccc3ncccc23)c1	-3	-2	-5	11	5	5	-2	6	-3
2	Cc1c(CC(=O)N2CCC(C(=O)O)CC2)c(=O)oc2cc3c(cc12)CCC1(CCCCC1)O3	-3	-3	11	21	-3	0	3	4	-2
3	O=C(CSc1nc2ccccc2c(=O)n1-c1ccc(Cl)cc1)N/N=C/C=C/c1ccccc1[N+](=O)[O-]	-4	-7	-1	3	-9	7	-12	2	2
4	NS(=O)(=O)c1ccc(NCc2cc(Cl)ccc2OCc2ccc(F)cc2)cc1	-1	-3	-4	8	-4	10	-2	6	-58
5	CCN1C(=O)CC(N2CCN(c3ccc(Cl)cc3)CC2)C1=O (stereo not drawn)	0	1	0	0	-2	0	-1	-7	1
6	Cc1ccc(/C=N/NC(=O)CNC(=O)c2ccc(S(=O)(=O)N3CCCC3)cc2)o1	-3	1	-1	9	7	5	1	-1	-4
7	CN(CCC1CCOCC1)C(=O)CC1C(=O)NCCN1CC1CCCCC1 (stereo not drawn)	2	1	-2	-13	2	-5	-5	8	2
8	Cc1ccc(S(=O)(=O)NC(CC(C)C)C(=O)Nc2ccncc2)cc1 (stereo not drawn)	-6	4	7	-7	-6	-9	0	-4	1
9	Cc1ccc(NC(=O)c2ccn(C(=O)Nc3ccccc3)n2)c(C)c1	-1	-1	2	12	3	3	2	4	-5
10	C/C(Cn1nc([N+](=O)[O-])cc1C)=N\NC(=O)COc1ccc(Cl)cc1Cl	-5	0	4	-20	2	-12	5	9	5
11	COc1ccc2c(c1)CCNC2Cc1ccc(OC)c(O)c1 (stereo not drawn)	-1	4	nt	-1	5	11	-2	nt	11
12	O=C(Cn1nc(Cc2cccnc2)c2ccccc2c1=O)Nc1cc(F)ccc1F	1	-2	2	16	3	3	9	4	-1
13	COc1ccc(Nc2cc(C(=O)NCc3ccco3)c3ccccc3n2)cc1	-2	-1	nt	-11	4	4	-1	nt	-2
14	COCCNC(=O)c1cc2sc3ccccc3c2s1	-11	-5	9	-7	-3	-4	1	0	0
15	O=C(c1cccc(C(=O)N2CCc3ccccc32)n1)N1CCc2ccccc21	0	-2	12	3	-5	-10	-13	5	-73
16	Cc1ccc(-c2cc(C(=O)N3CCN(C(=O)c4ccco4)CC3)[nH]n2)cc1C	-2	3	7	0	-3	0	9	11	5
17	COc1ccc(S(=O)(=O)N2CCc3ccccc32)cc1C(=O)N1CCN(C=O)CC1	-2	-2	13	-3	nt	nt	-4	-8	2
18	O=C(NC(Cc1ccccc1)C(=O)O)c1ccc(S(=O)(=O)N2CCCC2)cc1 (stereo not drawn)	0	-2	0	-1	7	-12	4	12	4
19	C/C(=N\Nc1nc2ccccc2[nH]1)c1ccc2c(c1)OCCO2	4	2	0	2	1	11	2	19	18
20	O=C(C1CCN(S(=O)(=O)c2ccccc2)CC1)N(CCc1ccccc1)Cc1ccco1	1	0	2	-9	3	-6	-4	13	30
21	O=C(C(Sc1ccccc1)c1ccccc1)N1CCN(c2ccccc2)CC1 (stereo not drawn)	-1	6	1	0	5	7	3	8	-61
22	Cn1cccc1C(=O)NNC(=O)COc1ccc(Br)cc1	-1	2	-2	-3	-4	26	0	-6	-1
23	Nc1ccc(C(=O)N(CCO)CCO)cc1	-3	-2	5	3	13	-1	7	9	21
24	C[C@H](CCC(=O)NCC(=O)O)[C@H]1CC[C@H]2[C@@H]3[C@H](O)C[C@@H]4C[C@H](O)CC[C@]4(C)[C@H]3C[C@H](O)[C@]12C	-2&4&3	0&0&-1	6&8&-1	11&-3&-1	-1&5&6	-1&8&-4	-1&0&4	5&13&-2	13&7&7
25	CCN(CC)S(=O)(=O)c1ccc(C(=O)NCc2n[nH]c(=S)n2-c2ccccc2OC)cc1	0	0	2	0	5	2	4	1	7
26	Cc1ccc(-n2c(-c3ccccc3)c[n+]3c2CCc2ccccc2-3)c(C)c1	-9	-2	5	-10	2	-3	-6	3	18
27	COc1cccc(-c2csc3nc[nH]c(=O)c23)c1	-1	2	6	-1	3	-9	-2	-2	9
28	CCOC(=O)C1CCCCN1Cc1cn(C)nc1-c1ccccc1F (stereo not drawn)	-4	-3	-3	2	6	-8	-3	9	-7
29	Cc1nn(CC(=O)Nc2ccc(N3CCOCC3)cc2)c(C)c1[N+](=O)[O-]	4	nt	6	nt	nt	nt	nt	1	5
30	Cc1ccc(C)c(OCc2cc(C(=O)N3CCc4sccc4C3)no2)c1	1	-3	0	-9	-2	9	3	-5	-2
31	CCN1CCN(S(=O)(=O)c2ccc(Cl)c(C(=O)NCCc3ccccc3)c2)CC1	1	2	-3	-7	8	7	9	5	0
32	N#C/C(=C/c1ccc(N2CCCCCC2)o1)c1ccc(F)cc1	-8	2	-1	5	-1	-3	0	4	6
33	COc1ccc([C@H]2CC(=O)C=C(c3ccccc3)C2)cc1	0	8	1	-7	nt	nt	19	17	1
34	Cc1c(Cl)cccc1NC(=S)NN1CCOCC1	2	0	0	-10	2	7	3	4	0
35	Cc1ccc(C)c(NC(=S)NC(NC(=O)N(C)C)C(Cl)(Cl)Cl)c1 (stereo not drawn)	-2	-1	3	0	0	8	-3	-4	-2
36	O=C(Cn1cnc([N+](=O)[O-])c1)NCCc1ccccc1	-4	-2	1	3	5	9	4	5	-4
37	CC1CCN(C(NC(=O)c2ccco2)C(=O)c2ccccc2)CC1 (stereo not drawn)	-1	-2	-5	-4	4	-14	-5	7	6
38	Cc1nn(CC(=O)NCC(C)c2ccccc2)c(=O)c2cc3occc3n12 (stereo not drawn)	0	-5	-9	1	-1	6	-6	4	1
39	N#CCSc1nc2[nH]ncc2c(=O)n1-c1ccccc1Br	-4	-3	3	-9	5	-2	2	0	0
40	CCN(C[C@H]1N[C@@](C)(C(=O)OC)[C@H]2C(=O)N(C)C(=O)[C@@H]12)C(=O)c1ccc(F)cc1	0	nt	5	nt	nt	nt	nt	11	1
41	Cc1ccc(NC(=O)C2C3CCCC2C3c2ccccc2)c(C)c1 (stereo not drawn)	-2	-3	2	10	0	7	1	4	-3
42	O=C(N/N=C/c1ccc(N2CCOCC2)c([N+](=O)[O-])c1)c1ccc(F)cc1	9	1	12	2	-3	14	0	6	7
43	Cc1cc(CNC(=O)C(C)Cc2ccccc2)nn1C (stereo not drawn)	1	0	5	-4	-2	-1	-5	11	15
44	O=C(Nc1cccnc1N1CCOCC1)c1cc2ccccc2oc1=O	3	2	-1	-11	-2	11	4	-3	5
45	O=C(COC(=O)c1ccc(Br)o1)c1ccc(S(=O)(=O)N2CCCCC2)cc1	1	0	1	3	nt	nt	14	2	17
46	COc1ccc(NC(=O)C(C)N2c3cccc4cccc(c34)S2(=O)=O)cc1OC (stereo not drawn)	2	-2	-5	5	6	-3	2	6	5
47	CC(C)(C)NC(=O)NC(=O)COC(=O)C1c2ccccc2Oc2ccccc21	-3	-2	12	4	12	-8	-2	-2	13
48	O=C(c1ccc2c(c1)OCO2)N(CC1CCCO1)C1(C(=O)NC2CCCC2)CCCCC1 (stereo not drawn)	-2	2	1	-2	0	-6	5	5	19
49	C/C(=N\NC(=O)c1cccnc1)c1cc(C)oc1C	-7	3	-1	4	7	5	6	0	2
50	CCOC(=O)C1CCN(c2cc3c(cc2NC(=O)c2cc(OC)ccc2Br)n(C)c(=O)n3C)CC1	-3	2	-8	8	-1	-4	4	0	7
51	Cc1cc(C)nc(NC(=O)CSc2ccccn2)n1	6	1	-7	-19	-1	1	-5	6	0
52	CCc1ccc(OCCCC(=O)Nc2ccc(S(N)(=O)=O)cc2)cc1	0	-1	-5	5	6	6	0	-2	-10
53	CCc1nc(N2CCN(C(=O)c3ccccc3)CC2)c(C#N)c2c1COC(C)(C)C2	-2	-2	4	10	1	-1	1	-1	14
54	O=S(=O)(Cc1ccc(Cl)cc1)Nc1ccc(Cl)cn1	-2	0	3	1	8	1	-3	-1	-9
55	OCC1(CCOc2ccccc2)CCN(Cc2ccncc2)CC1	4	1	2	5	-4	-4	-7	-3	10
56	CC1=C(C#N)c2nc(N)c(C#N)c(C)c2/C1=C\c1ccc(OCC(=O)O)c(Cl)c1	-11	2	18	12	-29	-3	2	8	19
57	CSC(=Nc1ccccc1)C(C#N)c1nc2ccccc2[nH]1 (stereo not drawn)	-1	-2	3	7	-3	-6	-10	10	6
58	COc1cccc(CNC(=O)CCS(=O)(=O)c2cccc3nsnc23)c1	-1	0	1	3	7	-1	-7	5	-3
59	O=C(N1CCOCC1)N1CCC(c2nc(-c3ccc(S(=O)(=O)N4CCOCC4)cc3)no2)CC1	-1	6	-2	-4	0	-6	9	-3	-9
60	Cc1ccc(-n2[nH]c(C)c(C=NC34CN5CN(CN(C5)C3)C4)c2=O)cc1C	1	0	7	-15	2	1	0	8	10

(listing goes on)
no.	molecule	PAD4 FP inh	LYPLA1 counter	PAFAH2 inh	ZTA DNA inh	GSTO1 counter	EBNA-1 inhibitor	LYPLA2 counter	PAFAH1B3 FP inh	PREPL inhibitor
61	CCN1CCc2nc(NC(=O)c3ccccc3)sc2C1	-1	-1	2	2	-8	4	-1	7	1
62	CCOC(=O)c1c(C=O)c2ccccc2n1CC	-4	2	15	-9	-8	-5	-5	22	9
63	CCOC(=O)C1=C(C)N=C2SCCC(=O)N2C1c1cc(Br)ccc1OC (stereo not drawn)	4	-3	2	0	11	-3	1	-5	-2
64	CC1(C)O[C@@H]2C[C@H]3[C@@H]4C[C@H](F)C5=CC(=O)CC[C@]5(C)[C@H]4[C@@H](O)C[C@]3(C)[C@]2(C(=O)CO)O1	2	3	-2	15	4	10	2	-3	1
65	O=C(CCCOc1ccc(Cl)cc1Cl)NCc1ccncc1	-2	4	7	12	14	2	8	-3	6
66	CCc1cc2c(SCC(=O)Nc3ncc(Cl)c(C)c3Cl)ncnc2s1	-1	4	5	-9	-1	0	5	0	16
67	CC(OC(=O)CCN=C1NS(=O)(=O)c2ccccc21)C(=O)Nc1ccc(F)cc1Cl (stereo not drawn)	-7	-1	0	1	2	8	-1	1	4
68	CN(CCN1CCOCC1)Cc1nc(-c2ccc(Cl)cc2)no1	0	0	4	0	-6	-5	-2	6	13
69	NCCNC(=O)Cc1cccc(NC(=O)Cc2ccc(Nc3ncnc4c3ncn4[C@@H]3O[C@H](CO)[C@@H](O)[C@H]3O)cc2)c1	-2	2	-4	12	0	4	6	17	9
70	COc1ccccc1-c1cc(C(=O)N2CCN(c3ccccc3OC)CC2)no1	1	-1	-6	6	1	8	5	9	-2
71	COc1ccc(-c2cc(C(=O)Nc3c(C)n(C)n(-c4ccccc4)c3=O)no2)cc1OC	0	-2	0	6	-7	5	-4	5	1
72	CCn1c2ccccc2c2cc(NC(=O)COC(=O)c3ccccc3Br)ccc21	-3	-5	2	1	-4	5	4	7	9
73	Cc1cc(C)cc(NC2=NC3(CCCCC3)N=C(N)N2)c1	-3	1	-4	8	1	8	5	1	10
74	N#Cc1c(N)oc(-c2cccs2)c1-c1cccs1	-8	-3	0	-5	-3	-4	-4	-6	-13
75	CS(=O)(=O)N1CCC(C(=O)NCc2ccccc2)CC1	-3	-1	-2	6	-1	6	3	-2	-8
